Screening results (PubChem)
RGS4 inh = blocks human RGS4-accelerated GTP hydrolysis; Transcreener GDP fluorescence polarization, RGS4-accelerated GTP hydrolysis; P49798; 390,000 compounds, 0.039% hits; Potency, µM (series often up to 114 µM), for inactives: at the highest dose activity change, negative = inhibition, usual class: inhibitors; further: potency means the concentration at half of the fitted maximal effect; on the % scale 0 is the no-effect control and ±100 the full control effect; nearly all actives have a fitted effect of over 75% in size; some results filed as inactive show a strong effect at the top dose
Target sequence (P49798 whole entry, looked up): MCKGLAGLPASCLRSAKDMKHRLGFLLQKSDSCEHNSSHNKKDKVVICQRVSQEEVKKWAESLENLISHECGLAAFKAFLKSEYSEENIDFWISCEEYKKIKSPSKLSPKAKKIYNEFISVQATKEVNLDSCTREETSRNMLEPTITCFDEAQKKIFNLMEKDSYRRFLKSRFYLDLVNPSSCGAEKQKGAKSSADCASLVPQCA
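MLSMR compounds (23 nl, pin-transferred) preincubated 10 min at room temperature with a 500nM (2x) first reagent, then RGS4 at 900nM (2x) plus Transcreener GDP mix added; fluorescence polarization (620/688 nm) read before and after 90 min at 30 °C.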
HP1b chromo inh = blocks HP1-beta chromodomain binding to methylated histone tails; AlphaScreen HP1-beta / biotin-H3K9me3 peptide binding; 390,000 compounds, 0.56% hits; Potency, µM (highest dose often 114 µM), without a hit: at the top dose activity change, negative = inhibition, hits mostly inhibitors; P83916; AID 540317; further: potency means the concentration at half of the fitted maximal effect; nearly all actives have a fitted effect of over 70% in size; inactives centre near 23
Target sequence (P83916 whole entry, looked up): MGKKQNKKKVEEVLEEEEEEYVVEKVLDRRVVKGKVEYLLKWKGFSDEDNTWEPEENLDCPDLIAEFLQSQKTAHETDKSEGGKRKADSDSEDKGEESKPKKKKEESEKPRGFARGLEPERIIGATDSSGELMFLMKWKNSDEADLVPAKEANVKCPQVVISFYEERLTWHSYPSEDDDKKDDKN
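AlphaScreen: HP1-beta (50 nM) preformed 30 min with biotin-H3(1-18)K9me3 peptide (50 nM) in PBS pH 7.4, 0.01% Tween-20. Compound added for 30 min at RT, then streptavidin donor/nickel chelate acceptor beads (10 ug/mL) for 30 min.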
ERG-DNA inh = inhibitors of human ERG Ets domain-DNA interaction. fluorescence polarization, His-ERG Ets domain / labelled DNA. Potency, µM (series often up to 76.9 µM), for inactives: top-dose FP activity, negative = inhibition, usual class: inhibitors. 370,000 compounds, 0.028% hits. AID 624246; active means well fitted inhibition curve with a large enough effect in the polarisation, with a control signal flat; inconclusive means small, poorly fitted or top-dose-only effect, or effect the other way, or a change in a side signal; inactive means no such curve, though single readings can be large or run the other way; the % refers to the polarisation;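 further: polarization taken with two DNA probes labelled with fluorescein and Texas red; potency means the concentration at half of the fitted maximal effect; % of control where 0% means no effect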
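His-tagged ERG Ets domain (1 uM in the protein solution; 300mM KCl, 50mM Tris-HCl, 1mM EDTA, 1mM DTT, pH 7.5) received compound, then a probe mix of 5 nM fluorescein-DNA and 100nM Texas-615-DNA. Fluorescence polarization was read for both dyes.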
JMJD2A Tudor = inhibitors of human JMJD2A Tudor domain; Potency, µM (top dose mostly 114 µM), for inactives: at the highest dose activity change, negative = inhibition, hits mostly inhibitors; AlphaScreen JMJD2A-Tudor / H3K4me3 peptide binding; O75164; 390,000 compounds, 4.4% hits; further: potency means the concentration at half of the fitted maximal effect; on the % scale 0 is the no-effect control and ±100 the full control effect; nearly all actives have a fitted effect of over 50% in size
BAZ2B inh = inhibitors of human BAZ2B bromodomain; Q9UIF8; AlphaScreen BAZ2B-H3K14Ac peptide displacement; 360,000 compounds, 4.4% hits; Potency, µM (top dose mostly 114 µM), inactives show top-dose activity change, negative = inhibition, usual class: inhibitors; further: potency means the concentration at half of the fitted maximal effect; on the % scale 0 is the no-effect control and ±100 the full control effect; nearly all actives have a fitted effect of over 60% in size
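BAZ2B (50 nM) with biotin-H3(5-23)K14Ac peptide (50 nM) in PBS pH 7.4, 0.01% Tween-20, preformed 30 min, then compound 30 min at room temperature; top concentration 110uM. AlphaScreen streptavidin donor/nickel chelate acceptor beads (10 ug/mL final), 20 min dark, signal read.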
PI4K2A inh = PI4K2A (human) kinase inhibition; purified PI4K2A, ADP-Glo luminescence, 1 h; stronger effect = lower value; AID 1346378; activity change, negative = inhibition, % at 76.9 µM; 420,000 compounds, 0.13% hits; in the data active means activity change below about -50%; inconclusive means mostly about -30% to -49%;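 further: -100% = wells without enzyme as full effect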
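PI4K2A activity was measured by ADP-Glo luminescence: enzyme (4 ug/mL stock) and phosphatidylinositol (1.2 mM stock) in Tris pH 7.5/MgCl2/EGTA/Triton X-100 buffer were reacted with ATP (300 microM stock) for one hour at ambient temperature.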
GLS inh = inhibitors of human glutaminase (GLS). O94925. GLS enzymatic activity, qHTS titration. Potency, µM (highest dose often 45.5 µM), for inactives: top-dose activity change, negative = inhibition, most hits filed as inhibitors. 410,000 compounds, 0.21% hits. AID 624170; further: potency means the concentration at half of the fitted maximal effect; on the % scale 0 is the no-effect control and ±100 the full control effect
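hKGA; 45 mM KH2PO4 pH 8.2 + 0.02% Tween-20; cpd via pin tool; 1 mM Gln soln; GluOx/HRP/Amplex Red; RT 30 min; fluor. t0 & final.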
G9a inh = G9a (human) methyltransferase inhibition; Q96KQ7; G9a H3K9 monomethylation, AlphaScreen, 2 h; Potency, µM (titrated, usually from 102 µM), without a hit: at the top dose activity, negative = inhibition, actives largely listed as inhibitors; 350,000 compounds, 8.8% hits; further: potency means the concentration at half of the fitted maximal effect; on the % scale 0 is the no-effect control and ±100 the full control effect; nearly all actives have a fitted effect of over 75% in size
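G9a (20 nM) was preincubated 15 min with compound, then reacted 2 h at room temperature with 500 nM biotin-H3K9 peptide and 20 µM SAM. Monomethyl-H3K9 detected by AlphaScreen using anti-H3K9me1 antibody.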
ALOX12 inh = blocks human arachidonate 12S-lipoxygenase. P18054. purified 12hLO, xylenol orange hydroperoxide absorbance. Potency, µM (series often up to 108 µM), inactives show at the highest dose activity change, negative = inhibition, actives largely listed as inhibitors. 580,000 compounds, 1.1% hits. AID 1671190; further: potency means the concentration at half of the fitted maximal effect; on the % scale 0 is the no-effect control and ±100 the full control effect
Target sequence (P18054 whole entry, looked up): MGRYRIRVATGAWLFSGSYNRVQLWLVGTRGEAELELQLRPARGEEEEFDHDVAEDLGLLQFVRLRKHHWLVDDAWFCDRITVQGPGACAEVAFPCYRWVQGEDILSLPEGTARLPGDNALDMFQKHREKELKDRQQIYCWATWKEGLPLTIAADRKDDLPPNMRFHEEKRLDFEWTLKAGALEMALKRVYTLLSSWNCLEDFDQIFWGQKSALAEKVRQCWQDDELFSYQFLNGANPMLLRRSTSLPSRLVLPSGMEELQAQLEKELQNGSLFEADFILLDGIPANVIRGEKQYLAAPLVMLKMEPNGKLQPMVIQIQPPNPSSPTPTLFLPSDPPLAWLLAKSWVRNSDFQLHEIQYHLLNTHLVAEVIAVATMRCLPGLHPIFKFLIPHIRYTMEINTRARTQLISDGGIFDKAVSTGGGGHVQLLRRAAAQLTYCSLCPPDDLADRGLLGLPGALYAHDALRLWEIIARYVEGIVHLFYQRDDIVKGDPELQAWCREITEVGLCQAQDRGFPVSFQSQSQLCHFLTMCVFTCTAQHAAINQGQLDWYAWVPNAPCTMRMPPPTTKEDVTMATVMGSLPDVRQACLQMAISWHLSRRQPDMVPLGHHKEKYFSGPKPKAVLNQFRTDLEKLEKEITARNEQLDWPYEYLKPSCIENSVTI
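Purified human 12hLO at 150 nM in 25 mM Hepes, 0.01% Triton X-100, pH 7.0, preincubated 15 min at room temperature with compound. Reaction started with 40 uM arachidonic acid, 30 min at room temperature. Hydroperoxide measured by Fe-xylenol orange, 573/405 nm absorbance ratio.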
* marks the source's active call; other numbers are inactive results; & = joins results of further samples; [ ] = dose if it differs, or a comment. Unless noted, the call rests on the fitted dose curve; in most records, active means well fitted curve in the direction sought with a large enough effect; inconclusive means small, poorly fitted or top-dose-only effect, or another doubt; inactive means no such curve, though single readings can be large; an effect the other way counts as inactive or inconclusive. These rows are one share of the data; count on the stated rates, not on these rows.

Screening O=C(N/N=C/c1c(F)c(F)c(F)c(F)c1F)c1ccc(Cn2cc(Br)cn2)o1 returned RGS4 inh -15%, HP1b chromo inh 19%, ERG-DNA inh -12%, JMJD2A Tudor -21%, BAZ2B inh inconclusive, PI4K2A inh -3, GLS inh 2%, G9a inh 0% and ALOX12 inh -3%.
Screening CC[C@@]12C(=O)N(c3cccc(Br)c3)C(=O)N1[C@H](c1cccc(C)c1)[C@@H]1C(=O)N(Cc3ccccc3)C(=O)[C@@H]12 returned RGS4 inh 5%, HP1b chromo inh 22%, ERG-DNA inh 1%, JMJD2A Tudor -30%, BAZ2B inh 4%, PI4K2A inh -1, GLS inh 13%, G9a inh 16%[2.33 µM] and ALOX12 inh -2%.
COc1ccc(C)cc1NC(=O)CN1c2cccc3cccc(c23)S1(=O)=O was read as RGS4 inh -10%, HP1b chromo inh 43%[activator], ERG-DNA inh 15%, JMJD2A Tudor -8%, BAZ2B inh -4%, PI4K2A inh 1, GLS inh -4%, G9a inh inconclusive and ALOX12 inh 189%[activator].
`CC1CCN(C(=O)CSc2nc3c(cnn3-c3ccc(Cl)cc3)c(=O)[nH]2)CC1` gave RGS4 inh 11%, HP1b chromo inh 13%, ERG-DNA inh -9%, JMJD2A Tudor -10%, BAZ2B inh 10%, PI4K2A inh 0, GLS inh -11%, G9a inh 21% and ALOX12 inh -16%.
Screening Cc1cc(NC(=O)CN(C)S(=O)(=O)c2ccc3c(c2)CCCC(=O)N3)ccc1Br returned RGS4 inh -4%, HP1b chromo inh -7%, ERG-DNA inh 1%, JMJD2A Tudor -17%, BAZ2B inh 9%[57.1 µM], PI4K2A inh -4, GLS inh 1%, G9a inh -8%[59 µM] and ALOX12 inh 0%.
For Cc1cccc(C(=O)NC(=S)Nc2cccc3nc(C)ccc23)c1 the results were RGS4 inh inconclusive, HP1b chromo inh 0%, ERG-DNA inh 11%, JMJD2A Tudor -36%, BAZ2B inh inconclusive, PI4K2A inh 4, GLS inh 11%, G9a inh -3% and ALOX12 inh -18%.
For Cc1ccc(S(=O)(=O)NCCC(=O)NC(C)c2ccccc2)cc1 (stereo unspecified) the results were RGS4 inh 25%, HP1b chromo inh 21%, ERG-DNA inh 1%, JMJD2A Tudor -15%, BAZ2B inh -6%, PI4K2A inh -9, GLS inh -2%, G9a inh -9% and ALOX12 inh -14%.
O=S(=O)(CC(O)COc1ccccc1Cl)c1ccccc1 (stereo unspecified) was read as RGS4 inh 28%, HP1b chromo inh 33%, ERG-DNA inh -4%, JMJD2A Tudor 2%, BAZ2B inh -2%, PI4K2A inh 6, GLS inh 1%, G9a inh 47%[12.7 µM] and ALOX12 inh 0%.
`COC(=O)c1c(C(=O)OC)c(-c2ccc(OC)cc2)n2c1CS(=O)C2` (stereo unspecified) gave RGS4 inh -8%, HP1b chromo inh 18%, ERG-DNA inh inconclusive, JMJD2A Tudor -10%, BAZ2B inh 0%, PI4K2A inh -2, GLS inh -1%, G9a inh 10%[0.501 µM] and ALOX12 inh 3%.
`CCC(C)NC(=O)CSc1nc2ccccc2c(=O)n1CCCN1CCCCC1` (stereo unspecified) gave RGS4 inh 10%, HP1b chromo inh 20%, ERG-DNA inh -7%, JMJD2A Tudor -10%, BAZ2B inh 11%, PI4K2A inh -1, GLS inh -7% and ALOX12 inh 5%.
Screening COc1cccc(CN2CC(C(=O)N(C)Cc3ccc(C)cc3)CCC2=O)c1 (stereo unspecified) returned RGS4 inh 18%, HP1b chromo inh 19%, ERG-DNA inh 8%, JMJD2A Tudor -6%, BAZ2B inh -12%, PI4K2A inh -5, GLS inh -1%, G9a inh 6%[59 µM] and ALOX12 inh 13%.
Screening COc1cccc(N=C(N)N)c1 returned RGS4 inh 12%, HP1b chromo inh 19%, ERG-DNA inh -5%, JMJD2A Tudor -16%, BAZ2B inh 1%, PI4K2A inh -1, GLS inh -6%, G9a inh 12% and ALOX12 inh -4%.
For CCCNC(=O)c1ccc(SC)cc1OC the results were RGS4 inh 28%, HP1b chromo inh 13%, ERG-DNA inh -11%, JMJD2A Tudor -16%, BAZ2B inh 17%, PI4K2A inh 1, GLS inh 18%, G9a inh 9% and ALOX12 inh 0%.
COc1cc(OC)c(NC(=O)c2sc3ncn(CC(=O)N4CCOCC4)c(=O)c3c2C)cc1Cl was read as RGS4 inh 30%[11.4 µM], HP1b chromo inh 63%[activator], ERG-DNA inh -2%, JMJD2A Tudor -22%, BAZ2B inh -5%, PI4K2A inh 16, GLS inh 3%, G9a inh inconclusive and ALOX12 inh 20%.
`Cc1cc(C)c(S(=O)(=O)NCCc2cc3c(C)ccc(C)c3[nH]c2=O)c(C)c1` gave RGS4 inh -28%, HP1b chromo inh 26%, ERG-DNA inh -1%, JMJD2A Tudor -6%, BAZ2B inh -2%, PI4K2A inh -3, GLS inh -13%, G9a inh -2%[59 µM] and ALOX12 inh -13%.
`CCN(CC)CCn1c(-c2ccccc2)nc(=S)c2c1CC(C)(C)OC2` gave RGS4 inh -45%[56.9 µM], HP1b chromo inh 55%[activator], ERG-DNA inh 2%, JMJD2A Tudor -8%[57.1 µM], BAZ2B inh 7%, PI4K2A inh 1, GLS inh 10%, G9a inh 3%[59 µM] and ALOX12 inh 14%.
`O=C(c1ccc(Cl)cc1)N1CCN=C1c1ccccc1` gave RGS4 inh 5%, HP1b chromo inh 7%, ERG-DNA inh -5%, JMJD2A Tudor -18%, BAZ2B inh 4%, PI4K2A inh 0, GLS inh 0%, G9a inh -8%[59 µM] and ALOX12 inh 1%.
`CCNC(=S)/N=C(/Nc1ccc(OC)cc1)Nc1nc(C)cc(C)n1` gave RGS4 inh -4%, HP1b chromo inh 25%, ERG-DNA inh 8%, JMJD2A Tudor -6%, BAZ2B inh 8%, PI4K2A inh 1, GLS inh -11%, G9a inh -44% and ALOX12 inh inconclusive.
`CC(C)=CC(O)C/C(C)=C/COc1ccc2ccc(=O)oc2c1` (stereo unspecified) gave RGS4 inh 3%, HP1b chromo inh 18%, ERG-DNA inh 0%, JMJD2A Tudor -16%, BAZ2B inh 3%, PI4K2A inh 4, GLS inh 3%, G9a inh 21%[12.7 µM] and ALOX12 inh 26%.
CCOC(=O)c1ccc(NC(=S)N2CCC(O)CC2)cc1 was read as RGS4 inh -4%, HP1b chromo inh 24%, ERG-DNA inh -2%, JMJD2A Tudor -13%, BAZ2B inh -2%, PI4K2A inh -1, GLS inh 1%, G9a inh -13% and ALOX12 inh -6%.
`CCC(=O)Nc1ccc2nc(SCCOc3ccc(C)cc3)sc2c1` gave RGS4 inh 26%, HP1b chromo inh 6%, ERG-DNA inh 8%, JMJD2A Tudor -18%, BAZ2B inh -4%, PI4K2A inh 4, GLS inh -15%, G9a inh -17%[59 µM] and ALOX12 inh 0%.
`O=C(NC1=NCCS1)c1cccc2ccccc12` gave RGS4 inh 12%, HP1b chromo inh 10%, ERG-DNA inh 0%, JMJD2A Tudor inconclusive, BAZ2B inh inconclusive, PI4K2A inh 0, GLS inh 0%, G9a inh inconclusive and ALOX12 inh 148%[activator].
For Cc1ccccc1NC(=S)NCc1cccn1C the results were RGS4 inh 13%, HP1b chromo inh 21%, ERG-DNA inh 1%, JMJD2A Tudor -10%, BAZ2B inh inconclusive, PI4K2A inh -5, GLS inh 40%[activator], G9a inh -19%[59 µM] and ALOX12 inh inconclusive.
`CN1C(=O)c2ccc(C(=O)NCc3ccccc3)cc2C1=O` gave RGS4 inh 6%, HP1b chromo inh 41%[activator], JMJD2A Tudor -18%, BAZ2B inh -6%, PI4K2A inh -1, GLS inh 2%, G9a inh 6%[59 µM] and ALOX12 inh -19%.
`Cc1cccc(CNC(=O)C2CCN(c3nnc(-n4c(C)ccc4C)s3)CC2)c1` gave RGS4 inh 0%, HP1b chromo inh -7%, ERG-DNA inh 3%, JMJD2A Tudor -29%, BAZ2B inh -6%, PI4K2A inh 5, GLS inh -11%, G9a inh 3%[59 µM] and ALOX12 inh -4%.
For CCOC(=O)[C@H]1[C@H]2COc3ccc(C)cc3[C@@H]2N2C(=O)CN(Cc3ccco3)C(=O)[C@@]12C the results were RGS4 inh -26%, HP1b chromo inh 25%, ERG-DNA inh -10%, JMJD2A Tudor inconclusive, BAZ2B inh -1%, PI4K2A inh 34, GLS inh 6%, G9a inh 13%[2.33 µM] and ALOX12 inh -16%.
`CCOC(=O)c1ccc(-n2c(C)nc3c(cnn3-c3ccc(Cl)cc3)c2=O)cc1` gave RGS4 inh -8%&-20%, HP1b chromo inh 16%&55%, ERG-DNA inh -3%&-5%, JMJD2A Tudor -21%&-1%, BAZ2B inh 8%, PI4K2A inh -1&1, GLS inh 4%&-21%, G9a inh 4%[59 µM] and ALOX12 inh -21%&4%.
`COc1ccc(N2CC(C(=O)Nc3nnc(SCC(=O)NCc4ccco4)s3)CC2=O)cc1` (stereo unspecified) gave RGS4 inh -29%, HP1b chromo inh -5%, ERG-DNA inh -1%, JMJD2A Tudor inconclusive, BAZ2B inh 50µM*, PI4K2A inh -13, GLS inh 0%, G9a inh 45µM* and ALOX12 inh -12%.
